Screening results from PubChem BioAssay.
RXFP1 agonist: qHTS Assay for Agonists of the Relaxin Receptor RXFP1; Relaxin receptor 1 (Homo sapiens), Q9HBX9; HEK293T-RXFP1 cAMP TR-FRET, 30 min; response scale: percent of porcine relaxin response, buffer zero; Potency, µM (series often up to 57.5 µM), for inactives: top-dose activation, most hits filed as activators; 370,000 compounds, 0.3% hits; further: on the % scale 0 is the no-effect control and ±100 the full control effect; nearly all actives have a fitted effect of over 60% in size; many of its hits are not listed in these tables
Target sequence (Q9HBX9 whole entry, looked up): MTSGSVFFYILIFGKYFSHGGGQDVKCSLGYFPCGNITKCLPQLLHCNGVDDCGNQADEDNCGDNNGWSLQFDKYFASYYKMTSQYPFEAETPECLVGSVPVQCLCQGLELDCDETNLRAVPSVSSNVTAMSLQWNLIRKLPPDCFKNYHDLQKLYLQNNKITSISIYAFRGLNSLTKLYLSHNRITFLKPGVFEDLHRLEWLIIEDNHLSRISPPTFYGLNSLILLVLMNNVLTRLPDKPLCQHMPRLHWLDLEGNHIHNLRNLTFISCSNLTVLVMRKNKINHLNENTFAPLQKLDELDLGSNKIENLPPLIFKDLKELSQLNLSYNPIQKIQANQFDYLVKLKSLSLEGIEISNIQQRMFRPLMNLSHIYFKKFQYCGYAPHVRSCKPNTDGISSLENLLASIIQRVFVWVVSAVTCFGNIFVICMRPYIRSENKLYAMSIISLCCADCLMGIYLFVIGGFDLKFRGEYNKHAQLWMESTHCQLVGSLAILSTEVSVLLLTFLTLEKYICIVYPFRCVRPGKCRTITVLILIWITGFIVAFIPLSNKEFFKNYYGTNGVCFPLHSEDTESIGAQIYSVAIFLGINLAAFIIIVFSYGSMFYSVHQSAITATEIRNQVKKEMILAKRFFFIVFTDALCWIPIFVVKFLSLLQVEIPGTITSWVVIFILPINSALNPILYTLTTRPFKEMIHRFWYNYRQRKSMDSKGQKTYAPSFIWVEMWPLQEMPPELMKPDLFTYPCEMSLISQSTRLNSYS
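Agonist response is measured as cAMP accumulation in an RXFP1-transfected HEK293T line under PDE4 inhibition. Values are scaled between buffer-only and 29 nM porcine relaxin, and EC50s come from standard Hill equation fits.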
TrxR1 substrate: qHTS Assay for Substrates of Mammalian Selenoprotein Thioredoxin Reductase 1 (TrxR1): qHTS; Thioredoxin reductase 1, cytoplasmic (Rattus norvegicus), O89049; purified TrxR1 substrate turnover, NADPH consumption readout; Potency, µM (titrated, usually from 114 µM), for the others: top-dose activity change, negative = substrate turnover; 390,000 compounds, 0.01% hits; AID 588456, 2011; further: on the % scale 0 is the no-effect control and ±100 the full control effect; nearly all actives have a fitted effect of over 50% in size
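Rat TrxR1, dispensed at 90 nM, was prereduced with 400 uM NADPH (final) for 5 min at ~22 deg C, then incubated with compound 15 min before 400 uM selenite. A first-read NADPH fluorescence drop versus no-compound background flagged substrates.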
ALOX12 inh: Primary qHTS assay for inhibitors of human arachidonate 12S-lipoxygenase (ALOX12): Round 2 | Polyunsaturated fatty acid lipoxygenase ALOX12 (Homo sapiens), P18054 | 580,000 compounds, 1.1% hits | purified 12hLO, xylenol orange hydroperoxide absorbance | Potency, µM (highest dose often 108 µM), for the others: top-dose activity change, negative = inhibition, most hits filed as inhibitors; further: on the % scale 0 is the no-effect control and ±100 the full control effect
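Purified human 12hLO at 150 nM in 25 mM Hepes, 0.01% Triton X-100, pH 7.0, preincubated 15 min at room temperature with compound. Reaction started with 40 uM arachidonic acid, 30 min at room temperature. Hydroperoxide measured by Fe-xylenol orange, 573/405 nm absorbance ratio.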
USP1-UAF1 inh: Inhibitors of USP1/UAF1: Primary Screen; Ubiquitin carboxyl-terminal hydrolase 1 (Homo sapiens), O94782; 390,000 compounds, 0.23% hits; Potency, µM (titrated, usually from 57.1 µM), without a hit: top-dose activity change, negative = inhibition, actives largely listed as inhibitors; recombinant USP1/UAF1, Ub-Rhodamine cleavage fluorescence; further: on the % scale 0 is the no-effect control and ±100 the full control effect; nearly all actives have a fitted effect of over 60% in size; inactives centre near -12
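USP1/UAF1 complex (1 nM) preincubated 15 min at room temperature with compound, then Ub-Rho substrate (150 nM final) added. Kinetic fluorescence at 480/540 nm over 6 reads at 60 s intervals; 50 mM HEPES pH 7.8, 0.5 mM EDTA, 0.1 mg/ml BSA, 1 mM TCEP, 0.01% Tween-20.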
Vif-APOBEC3G blk: qHTS for Inhibitors of Vif-A3G Interactions: qHTS | HeLa A3G-eYFP + Vif (tagged APOBEC3G with the HIV-1 protein that degrades it), YFP fluorescence, overnight | 410,000 compounds, 0.076% hits | DNA dC->dU-editing enzyme APOBEC-3G (Homo sapiens), Q9HC16 | Potency, µM (titrated, usually from 46.1 µM), without a hit: at the highest dose activity, negative = active, usual class: inhibitors | AID 602310, 2012;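 further: on the % scale 0 is the no-effect control and ±100 the full control effect; nearly all actives have a fitted effect of over 60% in size; hits raise eYFP signal because A3G escapes Vif-driven loss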
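HeLa cells stably expressing Vif and C-terminally eYFP-tagged A3G, seeded overnight at 37 deg C, then exposed to compound by pintool overnight at 37 deg C. Rise in yellow fluorescence (Ex 488/Em 500-530, Acumen) marks blocked Vif-driven A3G degradation.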
Vif-A3F inh: qHTS for Inhibitors of Vif-A3F Interactions: qHTS. AID 602313, 2012. Potency, µM (doses to about 46.1 µM), inactives show at the highest dose activity, negative = active. HeLa A3F-eYFP + Vif (tagged APOBEC3F with the HIV-1 protein that degrades it), YFP fluorescence increase. 390,000 compounds, 0.2% hits; further: % of control where 0% means no effect; nearly all actives have a fitted effect of over 65% in size
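HeLa cells stably expressing A3F-eYFP plus Vif, plated and incubated overnight at 37 deg C, then exposed to compounds overnight at 37 deg C. Blocked degradation read as raised yellow fluorescence (Ex 488/Em 500-530).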
mIDH1 inhibitor: qHTS for Inhibitors of mutant isocitrate dehydrogenase 1 (IDH1): qHTS; Isocitrate dehydrogenase [NADP] cytoplasmic (Homo sapiens), O75874; IDH1-R132H enzyme, NADPH consumption, diaphorase/resazurin fluorescence; Potency, µM (doses to about 76.6 µM), for inactives: at the highest dose activity change, negative = inhibition, actives largely listed as inhibitors; 390,000 compounds, 0.093% hits; further: on the % scale 0 is the no-effect control and ±100 the full control effect; nearly all actives have a fitted effect of over 65% in size
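IDH1-R132H (0.5 ug/mL) preincubated 30 min with compound, then NADPH (0.016 mM) and alpha-KG (2 mM) added; 80 min at RT, pH 7.5. Remaining NADPH coupled via diaphorase/resazurin to fluorescence (540/590 nm); concentration-response curves normalized to no-enzyme control.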
RGS4 inh: Inhibitors of Regulator of G Protein Signaling (RGS) 4: qHTS; Regulator of G-protein signaling 4 (Homo sapiens), P49798; Transcreener GDP fluorescence polarization, RGS4-accelerated GTP hydrolysis; Potency, µM (titrated, usually from 114 µM), for the others: at the highest dose activity change, negative = inhibition, usual class: inhibitors; 390,000 compounds, 0.039% hits; further: on the % scale 0 is the no-effect control and ±100 the full control effect; nearly all actives have a fitted effect of over 75% in size; some results filed as inactive show a strong effect at the top dose
Target sequence (P49798 whole entry, looked up): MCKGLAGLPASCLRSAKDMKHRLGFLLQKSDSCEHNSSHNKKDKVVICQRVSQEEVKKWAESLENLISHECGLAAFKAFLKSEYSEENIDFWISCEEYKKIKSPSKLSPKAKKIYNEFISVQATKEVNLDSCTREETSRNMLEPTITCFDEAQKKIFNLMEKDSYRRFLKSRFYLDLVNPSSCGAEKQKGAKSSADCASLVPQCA
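MLSMR compounds (23 nl, pin-transferred) preincubated 10 min at room temperature with a 500nM (2x) first reagent, then RGS4 at 900nM (2x) plus Transcreener GDP mix added; fluorescence polarization (620/688 nm) read before and after 90 min at 30 °C.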
TrxR1 inh: qHTS Assay for Inhibitors of Mammalian Selenoprotein Thioredoxin Reductase 1 (TrxR1): qHTS. AID 588453, 2011. recombinant rTrxR1, NADPH fluorescence consumption, selenite substrate. 390,000 compounds, 1% hits. Thioredoxin reductase 1, cytoplasmic (Rattus norvegicus), O89049. Potency, µM (titrated, usually from 114 µM), for inactives: at the highest dose activity change, negative = inhibition, most hits filed as inhibitors; further: on the % scale 0 is the no-effect control and ±100 the full control effect; nearly all actives have a fitted effect of over 65% in size
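Rat TrxR1 (90 nM in the dispensed reagent) was pre-reduced with 400 uM NADPH for 5 min at room temperature, then incubated with compound for 15 min. After 400 uM selenite was added, NADPH fluorescence (Ex 340/Em 450 nm) was followed for 8 min.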
Active calls of the source: *; u = inconclusive; x = no result given; & = joins results of further samples; [ ] = dose if it differs, or a comment. The call rests on the fitted dose curve; in most records, active means well fitted curve in the direction sought with a large enough effect; inconclusive means small, poorly fitted or top-dose-only effect, or another doubt; inactive means no such curve, though single readings can be large; an effect the other way counts as inactive or inconclusive. Potency means the concentration at half of the fitted maximal effect. The list is partial; count on the stated rates, not on these rows.

SMILES	RXFP1 agonist	TrxR1 substrate	ALOX12 inh	USP1-UAF1 inh	Vif-APOBEC3G blk	Vif-A3F inh	mIDH1 inhibitor	RGS4 inh	TrxR1 inh
COc1ccc(CC(=O)NC(C)c2nnc(SCC(=O)c3ccc(OC)cc3)n2C)cc1 (stereo not given)	-1.2%	8%[57.1 µM]	1%&-1%	-9%	1%	12%	12%	0%	8%[57.1 µM]
O=c1[nH]cn[nH]1	0.4%	0%	-5%	6%	1%	6%	-6%	21%	7%
CCOC(=O)Cc1ncccc1C(=O)Nc1ccc(OC)cc1	-2.6%	6%[57.1 µM]	-5%	-22%	2%	14%	-6%	21%	27%[57.1 µM]
CCCCNC(=O)C1CCN(c2nc3ccc(C)cc3[nH]2)CC1	3.3%	8%[57.1 µM]	-11%	2%	1%	0%	17%	15%	20%[57.1 µM]
CSC1=NCCN1S(=O)(=O)c1ccc(Cl)cc1	-0.9%	7%	-21%	-18%	-1%	-6%	0%	-11%	22%
OC(CC1CC12c1ccccc1-c1ncccc12)(c1ccccc1)c1ccccc1 (stereo not given)	1.8%	-4%	1%	-9%	0%	-7%	1%	-12%	12%
CCN(CC(=O)NCc1ccc(F)cc1)C(=O)C1CCN(C(=O)Nc2ccccc2)CC1	0.8%	8%	-5%	-20%	-2%	4%	2%	-15%	23%
COc1ccc(C(CC(=O)N2CCCC(C)C2)c2c(OC)cc(OC)c3ccc(=O)oc23)cc1 (stereo not given)	1.8%	16%&7%	1%	-6%	-2%&-3%	2%	-2%	4%&-7%	24%&6%
Cc1cccc(Cc2c(C)nc3c(C(=O)N4CCN(Cc5ccc6c(c5)OCO6)CC4)cnn3c2C)c1	2.7%	33%[activator]	-3%	-15%	4%	-10%	7%	7%	21%
CCN(C(=O)Cn1c([N+](=O)[O-])cnc1C)c1ccccc1	-0.2%	1%	0%	-13%	13%	-8%	13%	-13%	24%[2.29 µM]
C/C(N)=C(/C#N)C(=O)CSc1ccccc1F	1.6%	-23%[57.1 µM]	-6%	-8%	-7%	-10%	4%	u	18%[57.1 µM]
N#Cc1cc(Oc2ccccc2)c(-n2nnc3ccccc32)cc1C#N	-0.4%	-11%	-2%	-16%	-1%	-5%	2%	-2%[56.9 µM]	2%
CSc1nnc(N2C(=O)C(O)=C(C(=O)c3ccco3)C2c2cccc(Cl)c2)s1 (stereo not given)	28%	8%	40µM*	-15%	-6%	u	-1%	12%	30%
Cc1ccc2c(c1)nnn2C1CCN(S(=O)(=O)c2ccc(C(=O)NC3CCCC3)cc2)CC1	1.9%	12%[57.1 µM]	0%	-9%	-5%	3%	-3%	-9%[11.4 µM]	30%[57.1 µM]
Cc1nnc(N/N=C/c2cccs2)[nH]c1=O	-2.8%	-14%	12%	-13%	1%	6%	-6%	5%	-1%
O=[N+]([O-])c1cccnc1Sc1ccc(F)cc1	x	-9%[57.1 µM]	7%	-6%	-5%	1%	9%	-17%	38%[activator][57.1 µM]
COc1cc(OC)c(C(=O)OCC(=O)Nc2ccc(S(=O)(=O)N3CCOCC3)cc2)cc1OC	x	6%[57.1 µM]	-11%	-14%	1%	3%	2%	-3%	13%
CN1CCN(C(=O)/C(=C/c2ccco2)NC(=O)c2ccccc2)CC1	-3.2%	1%	1%	-16%	2%	-4%	1%	9%	-3%
Cc1cccc(NC(=O)c2cc(-c3c(C)cc(C)cc3O)n[nH]2)c1	2.7%	1%	0%	-8%	2%	-8%	-1%	-2%[56.9 µM]	18%
Cc1ccccc1N1CCN(S(=O)(=O)c2nnc(NC(=O)c3ccc(C(C)C)cc3)s2)CC1	3.0%	7%[11.4 µM]	1%	-4%	4%	0%	0%	12%	12%
CC/C(C)=C1\SC(N2CCN(c3cccc(C(F)(F)F)c3)CC2)=NC1=O	0.4%	-2%	-22%	-20%	2%	-2%	-1%	-14%	-3%
COc1ccc(C(=O)N/N=C(\N)c2cc3ccccc3oc2=O)cc1	-1.1%	-1%	-14%	-13%	5%	2%	8%	-2%	18%
O=C(CN1C(=O)C2(SCC(=O)N2c2ccccc2)c2ccccc21)NCc1ccccc1 (stereo not given)	-3.8%	8%	-15%	-22%	1%	2%	-10%	14%	14%
COc1cc(-c2nnc(CSc3nnc(Nc4ccc(Oc5ccccc5)cc4)s3)o2)cc(OC)c1OC	-1.6%	-11%	9%	-6%	-1%	-1%	-8%	12%	-5%
COc1ccc(OC)c2[nH]c(=O)c(CCNC(=O)c3cc4ccccc4o3)cc12	2.2%	-1%	-1%	u	0%	-2%	14%	-3%	-5%
O=C(NC1CCOC1)c1cc(COc2cccc(C(F)(F)F)c2)on1 (stereo not given)	1.5%	1%	-24%	-16%	3%	0%	3%	-18%	24%
O=S(=O)(NCc1cccnc1)c1ccccc1	2.4%	10%[57.1 µM]	11%	-14%	-4%	2%	-1%	11%	19%
COc1ccc(NC(=O)c2sc3nc4c(cc3c2N)CN(Cc2ccccc2)CC4)cc1	-0.4%	3%	-2%	-10%	1%	-3%	16%	6%	32%
CSC[C@H]1CN(Cc2ccccc2)C(=O)[C@@H]1CC(=O)Nc1ccc(Br)cc1	x	x	-8%	-26%	1%	2%	6%	x	x
COc1ccc(-c2cn3c(n2)sc2cc(C(=O)Nc4ccc(C)c(Cl)c4)ccc23)cc1	8.8%	5%	-18%	-20%	-7%	-1%	-15%	2%	16%
CCC(=O)NCC(c1ccc2c(c1)OCO2)N1CCN(c2ccccc2)CC1 (stereo not given)	2.2%	7%[57.1 µM]	-19%	-8%	1%	4%	16%	-30%	21%[57.1 µM]
Cc1cccc2c1NC(=O)C21N2CCCC2C(C(=O)c2ccc3ccccc3c2)C12C(=O)Nc1ccccc12 (stereo not given)	1.6%	7%	x	-15%	0%	0%	-4%	-29%	5%
O=C(O)c1ccc(NS(=O)(=O)c2cc(C(=O)O)ccc2Br)cc1	1.1%	-6%	-13%	-4%	2%	2%	5%	24%	5%[57.1 µM]
Cc1ccc(CCNS(=O)(=O)c2cc3c(cc2C)NC(=O)CO3)cc1	0.9%	-4%[57.1 µM]	19%	-15%	4%	2%	10%	-7%	8%[57.1 µM]
CC(=Nc1ccc(O)cc1)c1sc2ccccc2c1O	0.3%	3%	0%	113%[activator]	-16%	-27%	2%	2%	5%
Cc1cc(O)c(C(C)C)cc1NC(=O)Nc1ccc([N+](=O)[O-])cc1	x	-9%	u	-16%	-3%	-12%	3%	-4%	-7%
CCOC(=O)N1CCN(C(=O)COC(=O)COc2c(C)cc(C)cc2C)CC1	-1.0%	-3%	-7%	-3%	0%	4%	4%	4%	8%[57.1 µM]
